Screening data deposited in PubChem BioAssay by National Center for Advancing Translational Sciences (NCATS).
KB-3-1 cytotox: kills parental KB-3-1 adenocarcinoma cells | KB-3-1 viability, CellTiter-Glo ATP luminescence, 72 h | AID 1347075 | 1.4% of 400,000 active | Potency, µM (highest dose often 46.1 µM), for inactives: top-dose activity change, negative = cytotoxic, hits mostly cytotoxic; note: % is set by controls: 0 for no effect and ±100 for the full control effect; nearly all actives have a fitted effect of over 60% in size
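Luminescent ATP read-out (CellTiter-Glo) measures survival of drug-naive KB-3-1 cells after 72 h compound exposure at 37 °C. Titration series was screened from lowest to highest concentration, with DMSO vehicle plates as background controls.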
HT1080NT lethal: kills 2HG-producing HT-1080-NT fibrosarcoma cells. HT-1080-NT fibrosarcoma viability, CellTiter-Glo ATP luminescence, 48 h. 1.6% of 360,000 active. Potency, µM (series often up to 46.1 µM), without a hit: top-dose activity, negative = less viability, actives largely listed as cytotoxic;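 note: NT is the 2HG producing partner of a matched IDH1 knockdown line; 0% = DMSO-treated cells and -100% = media-only wells without cells; nearly all actives have a fitted effect of over 55% in size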
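Luminescent CellTiter-Glo readout after 48 hours of compound exposure at 37 degrees C defined viability of HT-1080-NT cells. Activity was normalized to DMSO wells and cell-free media wells; concentration-response curves were fitted and assigned curve classes.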
KB-V1 MDR tox: KB-V1 MDR subline cytotoxicity; AID 1347076; KB-V1 MDR cells viability, CellTiter-Glo, 72 h; Potency, µM (highest dose often 46.1 µM), inactives show at the highest dose activity change, negative = cytotoxicity, actives largely listed as cytotoxic; 3.4% of 400,000 active; note: % is set by controls: 0 for no effect and ±100 for the full control effect; nearly all actives have a fitted effect of over 60% in size
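In this primary screen, KB-V1 cells overexpressing P-gp are incubated with library compounds (lowest to highest concentration) for 72 h at 37 degrees C before a luminescent ATP viability read.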
SW480 rereplic: induces DNA re-replication in SW480 colon adenocarcinoma cells. 1.8% of 340,000 active. AID 624297. SW480 DNA re-replication, Hoechst DNA content imaging, 48 h. Potency, µM (highest dose often 46.1 µM), without a hit: at the top dose re-replication activation, usual class: activators; note: % of control where 0% means no effect; nearly all actives have a fitted effect of over 55% in size
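Compounds, transferred as 23 nL by pin tool, were incubated with cells for 48 hr; DNA content per nucleus was then quantified by Hoechst staining and fluorescence plate imaging.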
GLP1R inv ag: inverse agonists of human GLP-1 receptor | Potency, µM (highest dose often 38.3 µM), for inactives: at the highest dose activity change, negative = inhibition, hits mostly inhibitors | P43220 | HEK293 GLP-1R CRE-luciferase, luminescence, 24 h; GLP-1R form is constitutively active | 1.6% of 410,000 active; note: % is set by controls: 0 for no effect and ±100 for the full control effect; nearly all actives have a fitted effect of over 55% in size
Target sequence (P43220 whole entry, looked up): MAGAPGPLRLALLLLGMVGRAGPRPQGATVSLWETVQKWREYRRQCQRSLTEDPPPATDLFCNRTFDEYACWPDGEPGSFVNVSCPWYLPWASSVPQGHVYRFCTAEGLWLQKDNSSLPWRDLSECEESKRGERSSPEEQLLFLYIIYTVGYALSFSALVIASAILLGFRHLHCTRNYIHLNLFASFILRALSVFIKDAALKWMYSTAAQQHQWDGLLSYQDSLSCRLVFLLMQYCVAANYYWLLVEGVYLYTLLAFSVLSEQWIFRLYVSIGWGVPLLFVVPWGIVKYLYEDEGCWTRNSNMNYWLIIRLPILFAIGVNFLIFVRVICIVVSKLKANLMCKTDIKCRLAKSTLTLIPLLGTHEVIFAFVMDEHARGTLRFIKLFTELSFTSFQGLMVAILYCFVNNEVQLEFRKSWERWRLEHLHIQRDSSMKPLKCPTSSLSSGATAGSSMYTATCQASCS
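Using stably transfected HEK293 (constitutively active GLP-1R, cAMP-luciferase reporter), compounds were incubated 24 hr and luciferase measured by luminescence.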
GLP1R ag: activates the human GLP-1 receptor. P43220. HEK293 GLP-1R CRE-luciferase, luminescence, 4-6 h; cells express a hypersensitive GLP-1R form. Potency, µM (highest dose often 45.6 µM), for the others: at the top dose activation, actives largely listed as activators. 0.007% of 380,000 active. AID 624172; note: % of control where 0% means no effect
HEK293 tox: cytotoxicity counter-screen for GLP-1 receptor inverse agonists; Potency, µM (doses to about 38.3 µM), without a hit: at the highest dose activity change, negative = inhibition, hits mostly inhibitors; HEK293 cAMP-luciferase reporter cells, luminescence, 24 h; 0.13% of 410,000 active;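 note: loss of luciferase light is scored as toxicity; % is set by controls: 0 for no effect and ±100 for the full control effect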
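Compound-treated cells are incubated 24 hr at 37 deg C under 5% CO2 after a 12 hour attachment period, then luciferase detection reagent is added and luminescence is measured following 12 min at room temperature; lowered signal indicates toxicity.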
HT1080 IDH1KD tx: kills HT-1080 cells with IDH1 knockdown | 2% of 360,000 active | Potency, µM (highest dose often 46.1 µM), for the others: at the highest dose activity, negative = toxicity, usual class: cytotoxic | HT-1080 IDH1 knockdown viability, ATP luminescence, 48 h;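 note: 0% = DMSO wells and -100% = cell-free medium wells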
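In this qHTS, HT-1080 cells depleted of IDH1 are exposed for 48 h at 37 °C to compound titrations. Toxicity is scored from CellTiter-Glo luminescence, with DMSO as full viability and medium alone as none.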
TDP43 rescue: rescues yeast growth from TDP-43 toxicity; Potency, µM (titrated, usually from 46.1 µM), for the others: at the top dose growth rescue (activation), most hits filed as activators; TDP-43 expressing yeast growth rescue, BacTiter-Glo, 24 h; 1.8% of 410,000 active; note: % of control where 0% means no effect; nearly all actives have a fitted effect of over 50% in size
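Yeast expressing TDP-43 (pregrown in raffinose, seeded at OD600=0.02 in galactose medium) exposed to compounds 24 hr at 30 deg C. Growth read by BacTiter-Glo luminescence; rescue of toxicity appears as increased signal.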
* hit, by the source's call; ? = inconclusive; / = not tested or not shown; [ ] = remark or other dose. Calls come from the whole dose curve; as a rule, active = well fitted curve in the direction sought with a large enough effect; inconclusive = small, poorly fitted or top-dose-only effect, or another doubt; inactive = no such curve, though single readings can be large; an effect the other way counts as inactive or inconclusive. Potency is the fitted concentration of half-maximal effect.

1. O=C(OCc1cn([C@@H]2CN(Cc3cccs3)[C@@H](c3ccc(Cl)cc3)C[C@H]2O)nn1)c1ccccc1
2. CCOC(=O)[C@@H]1[C@H]2COc3ccccc3[C@@H]2N2C(=O)N(c3cccc(C)c3)C(=O)[C@]12C
3. COc1ccc(OCCn2cnc(Cl)c2Cl)cc1
4. Cc1ccccc1OCCn1cc(C(=O)O)c2ccccc21
5. CCC(=O)c1ccc(OCC(=O)NC2CCCC2)cc1

compound no.	1	2	3	4	5
KB-3-1 cytotox	17.2%	0.0%	-1.8%	-2.0%	-0.9%
HT1080NT lethal	2.6%	-3.6%	0.0%	2.6%	5.7%
KB-V1 MDR tox	21.9%	14.4%	22.0%	2.5%	-21.1%
SW480 rereplic	/	-5.0%	-15.6%	-20.4%	-2.4%
GLP1R inv ag	-4.9%	-21.0%	12.4%	-9.4%	5.2%
GLP1R ag	4.9%	-4.3%	12.2%	2.9%	-1.4%
HEK293 tox	2.1%	-8.4%	11.6%	1.0%	-9.5%
HT1080 IDH1KD tx	8.3%	1.9%	18.2%	1.7%	4.1%
TDP43 rescue	0.0%	12.0%	15.7%	-7.6%[9.22 µM]	8.4%

Arranged by the number under GLP1R inv ag (smallest number first): some entries from above
| no. | mol | GLP1R inv ag |
| --- | --- | --- |
| 1 | O=C(OCc1cn([C@@H]2CN(Cc3cccs3)[C@@H](c3ccc(Cl)cc3)C[C@H]2O)nn1)c1ccccc1 | -4.9% |
| 5 | CCC(=O)c1ccc(OCC(=O)NC2CCCC2)cc1 | 5.2% |
| 3 | COc1ccc(OCCn2cnc(Cl)c2Cl)cc1 | 12.4% |

(list continues)
6. COc1cc(NC(=O)c2cc(-c3cc(F)ccc3OC(C)C)n[nH]2)cc(OC)c1OC
7. CCCCS(=O)Cc1ccccc1 (stereo not drawn)
8. CCN(C(=O)c1cccs1)c1nc(-c2ccc(OC)cc2)cs1
9. O=C(Nc1cccc(Cl)c1Cl)c1cc(S(=O)(=O)N2CCCc3ccccc32)ccc1F
10. CCNC(=S)Nc1cc(Cl)ccc1Oc1ccccc1

compound no.	6	7	8	9	10
KB-3-1 cytotox	?	0.7%	-0.5%	4.4%	3.6%
HT1080NT lethal	?	11.7%	?	/	0.9%
KB-V1 MDR tox	?	-1.1%	0.5%	-6.6%	3.9%
SW480 rereplic	/	-6.4%	?	/	?
GLP1R inv ag	?	-7.1%	3.9%	?	?
GLP1R ag	-5.9%	-15.6%	19.2%	/	15.5%
HEK293 tox	-21.3%	-5.3%	-8.0%	3.8%	-7.7%
HT1080 IDH1KD tx	?	5.8%	-0.2%	/	-9.7%
TDP43 rescue	0.0%	6.3%	5.7%	18.5%	?

11. COc1ccc(-c2cn3cc(C(=O)NN)ccc3n2)cc1
12. COc1cc(OC)cc(C(=O)NC(=S)Nc2cc3oc4ccccc4c3cc2OC)c1
13. COCCN(CCOC)Cc1cc(=O)oc2cc(C)ccc12
14. Nc1nnnn1/N=C/c1ccc(N2CCCCC2)c([N+](=O)[O-])c1
15. CC(C)Cc1ccc(C(C)/C=C2/CCC(CN3CCCCC3)C2=O)cc1 (stereo not drawn)

compound no.	11	12	13	14	15
KB-3-1 cytotox	-2.2%	14.9%	0.1%	-20.0%	?
HT1080NT lethal	?	22.0%	24.7%	0.7%	?
KB-V1 MDR tox	-18.0%	-1.0%	24.8%	-14.3%	?
SW480 rereplic	-9.8%	-0.9%	/	-1.7%	?
GLP1R inv ag	?	1.1%	23.4%	110.2%[activator]	?
GLP1R ag	7.8%	-5.0%	7.0%	2.0%	-0.7%
HEK293 tox	11.0%	6.5%	8.1%	-4.2%	?
HT1080 IDH1KD tx	?	26.0%	2.7%	-4.3%	?
TDP43 rescue	0.4%[9.22 µM]	21.9%	13.1%	6.9%	?

16. Cc1ccc(NC(=O)c2sccc2-n2cccc2)c(C)c1
17. Cc1ccc(SCC(=O)Nc2cccc(NC(=O)c3ccco3)c2)cc1
18. O=C(COc1ccc(Cl)cc1Cl)NCCCNC(=O)c1cnccn1
19. Cc1cc(C)n(C(=O)c2ccc([N+](=O)[O-])c(Cl)c2)n1
20. O=C1C=C(c2ccccc2)CO1

compound no.	16	17	18	19	20
KB-3-1 cytotox	?	-8.8%	1.3%	-4.7%	2.4%
HT1080NT lethal	20.5%	4.7%	-7.6%	7.0%	9.4%
KB-V1 MDR tox	9.3%	16.4µM*	-2.1%	?	8.7%
SW480 rereplic	0.2%	-7.8%	-19.1%	5.5%	-7.6%
GLP1R inv ag	-17.9%	1.3%	6.7%	6.9%	2.0%
GLP1R ag	-0.9%	-1.9%	19.9%	-4.4%	-2.8%
HEK293 tox	?	5.9%	0.0%	-2.2%	-2.0%
HT1080 IDH1KD tx	24.6%	-3.2%	5.7%	0.2%	14.4%
TDP43 rescue	22.4µM*	?	-3.5%	13.7%	26.7%

21. Cc1cc(NC(=O)CCN2C(=O)C3C4C=CC(C4)C3C2=O)ccc1Br (stereo not drawn)
22. CCOC(=O)N1CCC(NC(=O)c2cc(COc3c(C)cccc3C)on2)CC1
23. CC(C)N1CCCC(C)(C(=O)Nc2nccc3ccccc23)C1 (stereo not drawn)
24. COc1ccc(Cl)cc1CNCCSc1nnnn1C
25. Cc1nn(C)c2c1c(-c1ccccc1)cc(=O)n2CC(=O)NC(C)C

compound no.	21	22	23	24	25
KB-3-1 cytotox	-1.8%	-8.0%	6.7%	4.3%	2.8%
HT1080NT lethal	-28.9%	-15.8%	21.3%	/	/
KB-V1 MDR tox	-6.0%	-27.9%	-14.8%	0.2%	9.6%
SW480 rereplic	0.0%	24.2%	/	/	/
GLP1R inv ag	-23.3%	?	22.4%	12.3%	5.7%
GLP1R ag	6.4%	-4.1%	6.0%	-1.4%	/
HEK293 tox	-0.1%	-18.7%	-1.0%	-7.6%	9.1%
HT1080 IDH1KD tx	-14.8%	-7.0%	1.8%	/	/
TDP43 rescue	11.9%	?	18.9%	8.2%	18.6%

26. CCC12CN3CCN(CC(C3)/C1=N\NC(=O)c1ccc(F)cc1)C2
27. Cc1ccccc1NC(=O)Cn1c(=O)n(Cc2ccccc2)c(=O)c2sc3ccccc3c21
28. COc1cccc(CN(C)C(=O)c2cc(S(=O)(=O)NCc3ccccc3)ccc2C)c1OC
29. COc1ccc(CC(=O)Nc2cc(=O)n(C)c(=O)n2C)cc1OC
30. CN(CCCNC(=O)Cn1cc2c(n1)CCCC2)C1CCCCC1

compound no.	26	27	28	29	30
KB-3-1 cytotox	-1.1%	11.4%	-13.9%	23.7%	-9.3%
HT1080NT lethal	-6.9%	/	2.7%	8.3%	10.5%
KB-V1 MDR tox	-1.8%	7.7%	18.4µM*	-3.1%	-15.3%
SW480 rereplic	-3.5%	/	-7.3%	-1.8%	14.1%
GLP1R inv ag	-15.4%	3.2%	-9.6%	-3.0%[0.307 µM]	2.3%
GLP1R ag	7.4%	-1.6%	4.4%	11.6%	0.0%
HEK293 tox	17.1%	-1.7%	-0.1%	-0.9%[0.307 µM]	7.7%
HT1080 IDH1KD tx	10.2%	/	-1.6%	18.6%	-0.2%
TDP43 rescue	-7.9%	9.4%	-11.3%	-9.7%	?

31. CCOc1ccc(C2C(C(=O)c3ccco3)=C(O)C(=O)N2Cc2cccnc2)cc1OC (stereo not drawn)
32. CCCC1S/C(=N/N=C/c2ccc(OC)cc2)N(Cc2ccccc2)C1=O (stereo not drawn)
33. OC1C[N+]2(CCCCC2)C1
34. NC1=NC(=O)/C(=C/c2cn(CCC(=O)O)nc2-c2ccc(Cl)cc2)S1
35. Cc1cc(C)cc(N(CC(=O)NC2CCCC2)C(=O)C2(C)CC(=O)N=C3C=CC=CN32)c1 (stereo not drawn)

compound no.	31	32	33	34	35
KB-3-1 cytotox	10.5%	0.9%	0.0%	2.0%	11.5%
HT1080NT lethal	10.7%	2.1%	3.4%	-12.0%	2.1%
KB-V1 MDR tox	?	-28.0%	-1.5%	9.0%	26.2%
SW480 rereplic	-0.9%[9.22 µM]	-3.3%[9.22 µM]	15.1%	9.6%	-27.9%
GLP1R inv ag	2.0%	?	0.0%	25.8%	2.7%
GLP1R ag	-12.8%	0.5%	-3.2%	-1.1%	1.9%
HEK293 tox	-21.5%	8.2%	7.1%	9.6%	-8.8%
HT1080 IDH1KD tx	8.8%	-8.0%	1.7%	-0.2%	3.1%
TDP43 rescue	0.0%	10.5%	-17.6%	-32.2%	19.4%

36. O=C(NC12CC3CC(CC(C3)C1)C2)c1cccnc1
37. CC/C(=N/NC(=O)CNc1ccc(Cl)cc1C)c1ccccc1
38. CC1CC(C)CN(CCCn2c(=S)[nH]c3ccccc3c2=O)C1 (stereo not drawn)
39. O=C(O)c1cccc(N2C(=O)c3ccc(C(=O)c4cccc([N+](=O)[O-])c4)cc3C2=O)c1
40. CCOC(=O)c1c(C)[nH]c(C(=O)C(C)OC(=O)c2cccc(OCc3c(C)noc3C)c2)c1C (stereo not drawn)
41. Cc1cc(N2CC(C)OC(C)C2)nc2ccccc12 (stereo not drawn)
42. COc1ccc(/C(C)=N/NC(=O)Cc2ccc(Cl)cc2)cc1

compound no.	36	37	38	39	40	41	42
KB-3-1 cytotox	-0.8%	4.8%	-1.1%	-11.3%	0.0%	-17.7%	1.5%
HT1080NT lethal	3.7%	7.6%	0.0%	?	-15.4%	-0.6%	-0.4%
KB-V1 MDR tox	2.3%	-1.4%	-16.8%	12.0%	-17.3%	-17.8%	0.0%
SW480 rereplic	-13.6%	-0.5%	1.4%	-4.9%	?	-4.7%	?
GLP1R inv ag	7.4%	6.2%	-22.7%	11.5%	?	-24.0%	10.2%
GLP1R ag	-1.3%	1.6%	4.0%	7.4%	4.7%	12.7%	1.8%
HEK293 tox	-4.8%	-1.6%	?	1.1%	15.1%	-3.6%	5.6%
HT1080 IDH1KD tx	3.6%	11.2%	7.9%	0.5%	?	-8.0%	-7.5%
TDP43 rescue	-24.2%	-0.2%	-21.4%	-8.9%	4.0%	-14.6%	3.2%
